Source: PubChem BioAssay
GCN5L2 inh: blocks human GCN5L2 histone acetyltransferase. Potency, µM (titrated, usually from 58.9 µM), inactives show at the top dose activity change, negative = inhibition, actives largely listed as inhibitors. hit rate 0.21% among 390,000. GCN5L2 HAT assay, ThioGlo1 CoA-SH fluorescence. AID 504327
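Titration-based screen in which CoA formation is detected via maleimide probe ThioGlo1 (50uM) turning fluorescent on thiol reaction; substrates H3(1-25) 75uM and acetyl-CoA 70uM, GCN5L2 20nM, 20 min incubation at room temperature.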
DT40 TDP1 CPT: DT40-hTDP1 cell growth loss with CPT. chicken DT40 Tdp1-/-;hTDP1 cells + 20 nM CPT, ATP luminescence, 48 h. Potency, µM (titrated, usually from 46.2 µM), inactives show at the highest dose activity change, negative = growth inhibition, hits mostly inhibitors. hit rate 12% among 420,000; note: nearly all actives have a fitted effect of over 55% in size
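Cell growth measured by CellTiter-Glo luminescence after a minimum 48 h, 37 C compound exposure with 20 nM CPT in Tdp1-knockout DT40 cells stably expressing hTDP1, seeded 400/well; qHTS titration format.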
FEN1 inh: inhibitors of human flap endonuclease 1 | P39748 | Recombinant FEN1 flap cleavage, fluorescence, 15 min | Potency, µM (top dose mostly 114 µM), inactives show at the highest dose activity change, negative = inhibition, usual class: inhibitors | hit rate 0.35% among 390,000 | AID 588795; note: nearly all actives have a fitted effect of over 65% in size
Target sequence (P39748 whole entry, looked up): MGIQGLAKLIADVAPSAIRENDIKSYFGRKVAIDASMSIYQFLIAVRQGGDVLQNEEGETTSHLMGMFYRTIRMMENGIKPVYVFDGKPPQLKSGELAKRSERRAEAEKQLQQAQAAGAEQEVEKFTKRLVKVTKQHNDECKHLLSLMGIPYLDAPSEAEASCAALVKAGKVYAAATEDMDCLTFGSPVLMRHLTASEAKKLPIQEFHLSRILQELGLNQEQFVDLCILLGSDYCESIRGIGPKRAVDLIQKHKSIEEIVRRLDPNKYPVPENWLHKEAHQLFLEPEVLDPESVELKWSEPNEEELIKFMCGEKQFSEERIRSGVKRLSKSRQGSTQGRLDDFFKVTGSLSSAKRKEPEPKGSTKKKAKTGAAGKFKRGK
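Concentration–response screening of FEN1 (10 nM): 15 min compound preincubation at room temperature, reaction started with 50 nM substrate and read at 0 and 15 min. Corrected, normalized data were fitted by a four-parameter Hill equation.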
* hit, by the source's call; ? = inconclusive; . = not tested or not shown; & = joins results of further samples. Calls come from the whole dose curve; as a rule, active = well fitted curve in the direction sought with a large enough effect; inconclusive = small, poorly fitted or top-dose-only effect, or another doubt; inactive = no such curve, though single readings can be large; an effect the other way counts as inactive or inconclusive. % is set by controls: 0 for no effect and ±100 for the full control effect; potency is the fitted concentration of half-maximal effect. The list is partial; the hit share may differ from the screen's.

SMILES	GCN5L2 inh	DT40 TDP1 CPT	FEN1 inh
Cc1ccc(N2CC(NC(=O)c3cc4ccccc4o3)CC2=O)cc1 (stereo not given)	-4%	?	-5%
CCCS(=O)(=O)Nc1cc2c(cc1NCc1ccccc1)n(C)c(=O)n2C	-4%	9.2µM*	5%
COc1ccc(CNC(=O)CN(c2ccc(C)cc2)S(=O)(=O)c2c(C)noc2C)cc1	-7%&-4%	?	2%&-12%
O=C(COC(=O)C1=COCCO1)NCCCc1ccccc1	-4%	4%	4%
Cc1cc(-c2nn(-c3ccccc3F)cc2CN2CCN(c3ccccn3)CC2)c(C)s1	-3%	13µM*	3%
Cc1ccc(S(=O)(=O)NCC(=O)OCCOc2cccc(Cl)c2)cc1	-1%	-11%	-5%
COc1ccc(C(=O)NCc2ccc(C(=O)NCC(OC)OC)cc2)cc1OC	3%	29%	-1%
CCn1nc(C)c(CNC(=O)C2CCC(=O)N(CCc3ccc(OC)cc3)C2)c1C (stereo not given)	-1%	6%	-6%
Nc1nn(S(=O)(=O)c2cccc3nsnc23)cc1-c1ccc(Br)cc1	-6%	?	-3%
COC(=O)CCC(=O)OC1(C)C(=O)C2=CN(C3CC3)C(c3ccc(OC)cc3)=CC2=C(Br)C1=O (stereo not given)	.	?	-2%
Cc1cc(=O)oc(C)c1C(=O)OCC(=O)c1ccc2ccccc2c1	-14%	?	-14%
O=C(Nc1ccc(C2=NCCN2)cc1)c1ccc(C(=O)Nc2ccc(C3=NCCN3)cc2)c(Cl)c1	4%	7.3µM*	50µM*
O=C(NCc1ccccn1)c1nc(Cn2cc([N+](=O)[O-])cn2)no1	-7%	2%	-10%
CC1(C2CC2)NC(=O)N(CC(=O)Nc2ccccc2-c2ccccc2)C1=O (stereo not given)	-5%	-1%	8%
O=C(NC(Cc1ccccc1)C(=O)O)c1cccnc1Cl (stereo not given)	-7%	10%	-7%
Cc1ccccc1C(=O)n1nc(-c2ccco2)nc1NCc1cccs1	-15%	13µM*	-19%
CC1Cc2ccccc2N1Cc1nc2cc(Cl)ccc2c(=O)[nH]1 (stereo not given)	-2%	?	-14%
FC(F)(F)c1ccc(C2=Nc3ccccc3NC(c3cccs3)=N2)cc1	2%	-16%	-5%
Cc1nc(N2CCCC2)c2c(C(=O)N3CCN(c4ccccc4)CC3)c(C)oc2n1	0%	-7%	-3%
COc1ccccc1NC(=O)Cn1cnc2sc(C)c(S(=O)(=O)N3CCCCC3)c2c1=O	-2%	-15%	-2%
CCOC(=O)c1c(-c2ccc(C)cc2)csc1NC1=NS(=O)(=O)c2ccccc21	-4%	?	1%
O=C(c1ccco1)N1CCn2c1nc1ccccc12	0%	-9%	-3%
NC(=O)COC(=O)CNC(=O)c1sc2ccccc2c1Cl	4%	-7%	16%
Cc1cccc(-n2ncc(C(=O)N3CCN(Cc4ccccc4)CC3)c2C2CCN(C(=O)OC(C)(C)C)CC2)c1	-7%	16µM*	7%
COC(CN1CCc2c(C)nc3c(C#N)cnn3c21)OC	-8%	-12%	3%
Cc1ccc(S(=O)(=O)CC(=O)Nc2nc3c(C)cc(C)cc3s2)cc1	-15%	?	-20%
COc1ccc2oc(C(=O)Nc3ccc(N4CCOCC4)cc3)c(C)c2c1	-3%	?	-4%
C=CCN=c1scc(C)n1/N=C/c1ccc(O)c(O)c1	-9%	16µM*	13%
O=C(COc1coc(CN2CCc3ccccc32)cc1=O)Nc1ccc([N+](=O)[O-])cc1	-4%	-18%	10%
Cc1cc(O)c(CN(C)C)c2c1C(=O)/C(=C/c1ccco1)O2	-13%	?	?

Given bar-delimited: entries from further up.
SMILES | GCN5L2 inh | DT40 TDP1 CPT | FEN1 inh
CC1Cc2ccccc2N1Cc1nc2cc(Cl)ccc2c(=O)[nH]1 (stereo not given) | -2% | ? | -14%
FC(F)(F)c1ccc(C2=Nc3ccccc3NC(c3cccs3)=N2)cc1 | 2% | -16% | -5%
Cc1nc(N2CCCC2)c2c(C(=O)N3CCN(c4ccccc4)CC3)c(C)oc2n1 | 0% | -7% | -3%
COc1ccccc1NC(=O)Cn1cnc2sc(C)c(S(=O)(=O)N3CCCCC3)c2c1=O | -2% | -15% | -2%

More results follow:
SMILES	GCN5L2 inh	DT40 TDP1 CPT	FEN1 inh
O=C(O)/C=C/C(=O)Nc1ccccc1C(=O)OCC(=O)c1ccc2c(c1)OCCO2	1%	-8%	4%
CC(C)C[C@H](NC(=O)C1CCN(C(=O)[C@H](Cc2ccccc2)NC(=O)OC(C)(C)C)CC1)C(=O)O	-1%	2%	-2%
O=C(CCN1C(=O)/C(=C/c2ccc(Cl)cc2)SC1=S)NC1C=CS(=O)(=O)C1 (stereo not given)	-13%	-13%	19%
Cc1cc(-c2ccc(C)c(S(=O)(=O)NCC3CCN(Cc4ccc(F)cc4)CC3)c2)on1	-6%&-2%	18µM*	-4%&-11%
CCc1nc(CNC(=O)C2CCC(=O)N(Cc3ccccc3F)C2)no1 (stereo not given)	-6%	17%	3%
O=C(Cc1csc(-c2ccccc2)n1)Nc1ccc(C(F)(F)F)cc1	-9%	-30%	-5%
COc1cc(NC(=O)COC(=O)CSc2ccc3ccccc3c2)c(C)cc1[N+](=O)[O-]	-5%	-6%	5%
COCc1ccc(C(=O)NC2CC(C)(C)Cc3c2cnn3-c2ccc(C)cc2)o1 (stereo not given)	-12%	-24%	0%
O=C(O)[C@H]1CCCN1S(=O)(=O)c1cccc2cccnc12	-8%	5%	-9%
CC(=O)Nc1ccc(C2(c3ccc(NC(C)=O)cc3)NC(=O)c3ccccc32)cc1	1%	2%	-1%
COc1cccc(CNC(=O)c2c3c(nc4ccccc24)C(=O)N(C2CCCCC2)C3)c1	-7%	13µM*	8%
CCCCCCc1nnc(NC(=O)c2ccco2)s1	-3%	-10%	-7%
COc1ccccc1Nc1nnc(SC(C)C(=O)NC2CC2)s1 (stereo not given)	-7%	-29%	24%
CC(Sc1nnc(C2CC2)n1C1CC1)C(=O)Nc1cccc(S(=O)(=O)N(C)C)c1 (stereo not given)	-8%	-28%	14%
CCc1ccc(-n2cc(-c3ccc([N+](=O)[O-])cc3)[nH]c2=S)cc1	-7%	3%	-5%

Ordered by SMILES length (largest number first): some entries from above
SMILES	GCN5L2 inh	DT40 TDP1 CPT	FEN1 inh
CC(C)C[C@H](NC(=O)C1CCN(C(=O)[C@H](Cc2ccccc2)NC(=O)OC(C)(C)C)CC1)C(=O)O	-1%	2%	-2%
Cc1cccc(-n2ncc(C(=O)N3CCN(Cc4ccccc4)CC3)c2C2CCN(C(=O)OC(C)(C)C)CC2)c1	-7%	16µM*	7%
Cc1cc(-c2ccc(C)c(S(=O)(=O)NCC3CCN(Cc4ccc(F)cc4)CC3)c2)on1	-6%&-2%	18µM*	-4%&-11%
O=C(COc1coc(CN2CCc3ccccc32)cc1=O)Nc1ccc([N+](=O)[O-])cc1	-4%	-18%	10%
O=C(CCN1C(=O)/C(=C/c2ccc(Cl)cc2)SC1=S)NC1C=CS(=O)(=O)C1 (stereo not given)	-13%	-13%	19%
COc1cccc(CNC(=O)c2c3c(nc4ccccc24)C(=O)N(C2CCCCC2)C3)c1	-7%	13µM*	8%
CC(=O)Nc1ccc(C2(c3ccc(NC(C)=O)cc3)NC(=O)c3ccccc32)cc1	1%	2%	-1%
CCOC(=O)c1c(-c2ccc(C)cc2)csc1NC1=NS(=O)(=O)c2ccccc21	-4%	?	1%
CCc1ccc(-n2cc(-c3ccc([N+](=O)[O-])cc3)[nH]c2=S)cc1	-7%	3%	-5%
COCc1ccc(C(=O)NC2CC(C)(C)Cc3c2cnn3-c2ccc(C)cc2)o1 (stereo not given)	-12%	-24%	0%
Cc1ccc(S(=O)(=O)CC(=O)Nc2nc3c(C)cc(C)cc3s2)cc1	-15%	?	-20%
COc1ccc2oc(C(=O)Nc3ccc(N4CCOCC4)cc3)c(C)c2c1	-3%	?	-4%
O=C(Cc1csc(-c2ccccc2)n1)Nc1ccc(C(F)(F)F)cc1	-9%	-30%	-5%
Cc1cc(O)c(CN(C)C)c2c1C(=O)/C(=C/c1ccco1)O2	-13%	?	?
O=C(O)[C@H]1CCCN1S(=O)(=O)c1cccc2cccnc12	-8%	5%	-9%
COc1ccccc1Nc1nnc(SC(C)C(=O)NC2CC2)s1 (stereo not given)	-7%	-29%	24%
NC(=O)COC(=O)CNC(=O)c1sc2ccccc2c1Cl	4%	-7%	16%
COC(CN1CCc2c(C)nc3c(C#N)cnn3c21)OC	-8%	-12%	3%
O=C(c1ccco1)N1CCn2c1nc1ccccc12	0%	-9%	-3%
CCCCCCc1nnc(NC(=O)c2ccco2)s1	-3%	-10%	-7%

Going on with the list.
SMILES	GCN5L2 inh	DT40 TDP1 CPT	FEN1 inh
CCN(C(=O)CSc1nc2ccccc2[nH]1)c1ccccc1	-4%	?	-4%
CCc1ccc2c(c1)C1(SC(NC(C)=O)=NN1C(C)=O)C(=O)N2CC (stereo not given)	-5%	-2%	-2%
Cc1ccc(C(=O)NC2CCS(=O)(=O)C2)cc1S(=O)(=O)N1CCCCC1 (stereo not given)	-2%	3%	3%
CCOC(=O)c1ccccc1NC(=O)C1CC(=O)N(c2ccccc2)C1 (stereo not given)	-14%	-11%	-7%
Cc1sc2nc(SCC(=O)C(C)(C)C)n(Cc3ccco3)c(=O)c2c1C	3%	13µM*	-25%
CCS(=O)(=O)c1nc(S(=O)(=O)c2ccc(Cl)cc2)c(N2CCC3(CC2)OCCO3)s1	1%	-24%	-5%
Cc1ccc(NC(=O)CSc2n[nH]c(-c3cccnc3)n2)cc1Cl	1%	9%	-11%
Cc1ccc(C)c(NC(=O)c2ccc3nccnc3c2)c1	1%	3%	-10%
NS(=O)(=O)c1ccc(NC(=O)COC(=O)CN2C(=O)C3CC=CCC3C2=O)cc1 (stereo not given)	-4%	-14%	-2%
COc1cc(OC)c(Nc2nc3ccc(C)cc3n3nnnc23)cc1Cl	8%	-6%	9%
O=C(Nc1c(C(=O)N2CCN(c3ccccc3)CC2)oc2ccccc12)c1ccccc1F	-6%	?	-18%
Cc1cc(C(=O)OCC(=O)NCc2ccccc2Cl)c(C)o1	-1%	3%	8%
COC(=O)c1ccc(NC(=O)CSc2nncn2-c2ccccn2)cc1	-5%	3%	1%
CN(CC(=O)O)c1ccc(C=O)cc1	.	6%	-10%
CCn1nnnc1-c1ccc(OC)c(S(=O)(=O)Nc2ccc(C)c(C)c2)c1	-16%	-2%	-3%
Cc1oc(C(C)(C)C)cc1C(=O)NCC(=O)NCC(=O)O	-5%	0%	-4%
Fc1cccc(Cl)c1Cc1noc(/C=C/c2ccccc2)n1	-9%	-9%	2%
Cc1ccc(C(C)C)c(OCCNCCc2ccccc2)c1	-20%	?	-25%
CCCCCCCNC(=O)C1(CC2CC(c3cccc(Br)c3)=NO2)CCN(C(=O)C2(C)CC2)CC1 (stereo not given)	-13%	16µM*	-24%
CC1CCN(S(=O)(=O)c2cccc(C(=O)N(C)C3CCS(=O)(=O)C3)c2)CC1 (stereo not given)	4%	-7%	7%
COc1ccc(C)cc1NC(=O)NC(C)c1c(-n2cccc2)sc(C)c1C (stereo not given)	-13%	?	-19%
CC(C)C(c1nnnn1Cc1ccc(F)cc1)N1CCSCC1 (stereo not given)	-6%	-25%	-1%
Cc1nc2ccccc2c(C)c1CC(=O)N(C)CC(=O)Nc1cccc(F)c1	-2%	2%	-9%
O=C1C2C(c3ccccc3)CC=CC2[C@H](c2ccc3ccccc3c2)N1Cc1ccccc1 (stereo not given in full)	-4%	21µM*	4%
Cc1ccc(-c2csc(NC(=O)Cc3cccs3)n2)cc1C	0%	-14%	-9%
O=C1N[C@H]2CC=C[C@H]2Nc2ccccc21	-2%	13µM*	-2%
CCCNc1c(NS(=O)(=O)c2ccc(Cl)s2)c(=O)oc2ccccc12	-4%	-6%	6%
CNC(=S)N1CCN(S(=O)(=O)c2ccc3ccccc3c2)CC1	0%	-7%	-5%
O=C(Cn1c(=O)n(-c2cccc(Cl)c2)c(=O)c2sc3ccccc3c21)NC1CCCCC1	0%	23µM*	4%
COCCNC(=O)CSc1nc2cc(OC)c(OC)cc2c(=O)n1Cc1ccc(OC)cc1	?	-1%	2%
CC1CCN(CC(O)COC2CC(C)CC(C)(C)C2)CC1 (stereo not given)	.	?	6%
COC(=O)c1sc2c(c1C)c(=O)n(-c1ccccc1)c(=O)n2CC(=O)Nc1cccc(C)c1	-14%	?	-3%
